Source: PubChem BioAssay
OPRM1-OPRD1 ag – agonists of human mu-delta opioid receptor heterodimerization; cells, OPRM1-OPRD1 heterodimerization, luminescence; P35372+P41143; activation, % at 9.3 µM; 0.3% of 340,000 active; in the data active = activation above about 18%;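 also: 0% = vehicle-treated cells and 100% = reference agonist; values of inactives mirror those of a sister screen read the other way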
V-ATPase pH – yeast V-ATPase proton transport regulation by pHLuorin. 0.37% of 350,000 active. AID 504577. response, % at 10 µM. S. cerevisiae, pHLuorin cytosolic pH fluorescence; in the data active = response mostly above about 7.3%, no sharp cut-off; inactive = mostly below about 5.4%; also: actives read high; inactives centre near 0; some compounds called inactive have numbers as strong as hits; reference of the scale not given here
C-LANA FP – inhibitors of KSHV LANA C-terminal domain DNA binding; inhibition, % at 9 µM; MBP-C-LANA/FAM-LBS DNA binding, fluorescence polarization; 0.078% of 340,000 active;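 active = highest replicate inhibition at or above 60% at 9 µM, even if other replicates fall short; inactive = all replicates below 60% inhibition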;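 also: 0% = neutral control wells and 100% = 4 µM acridine orange control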
DSG3 Ab inh – blocks pemphigus antibody binding to human desmoglein-3 | P32926 | DSG3-coupled beads, scFv-anti-DSG3-GFP binding, flow cytometry; active compounds read low | binding (percent of control), % at 10 µM | 0.48% of 310,000 active | AID 588358;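 active = binding more than 3 SD below its plate's average and above zero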;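 also: hits lower antibody fragment binding to DSG3; some compounds called inactive have numbers as strong as hits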
Wnt act – activates Wnt/beta-catenin signaling in a reporter cell assay. activator, plate reader. activation, % at 9.35 µM. 1.2% of 300,000 active. AID 743398; in the data active = activation above about 30%, passing the limit was not always enough;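 also: 0% = neutral control wells and 100% = positive control wells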
RTF Ca sens inh – cardiac RTF calcium desensitization; P19429+P45379; IANBD-labeled cardiac RTF, Ca2+ fluorescence; inhibition, % at 7.15 µM; 0.12% of 340,000 active; AID 493244;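 active = inhibition above the mean inhibition of all tested compounds plus 3 SD, cut at about 17% in these data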;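 also: assay run at fixed EC70 calcium of 1.6 mM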
MOR-DOR inv ag – inverse agonists of human mu-delta opioid receptor heterodimerization; P35372+P41143; cell-based MOR-DOR heterodimer luminescence, inverse agonism; inhibition, % at 9.3 µM; 0.21% of 340,000 active; in the data active = inhibition above about 22%, passing the limit was not always enough;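 also: 0% = cells with DMSO and 100% = wells without cells with DMSO; values of inactives mirror those of a sister screen read the other way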
cardiac RTF act – cardiac RTF calcium sensitization; P19429+P45379; activation, % at 7.2 µM; 0.24% of 340,000 active; IANBD-labeled TnC RTF fluorescence at EC20 calcium; 0% EC20 calcium, 100% full calcium;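 active = activation above the mean over all tested compounds plus 3 SD, cut at about 30% in these data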;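 also: rise in fluorescence read as greater calcium sensitivity of cardiac thin filaments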
Keap1-Nrf2 PPI – disrupts human Keap1 binding to Nrf2 peptide; Q14145; Keap1 Kelch-Nrf2 peptide fluorescence polarization, 1536-well; inhibition, % at 9.4 µM; 0.15% of 340,000 active; in the data active = inhibition above about 12%;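 also: human Keap1 Kelch domain with fluorescein labeled Nrf2 9mer peptide probe; 0% = neutral control wells and 100% = peptide positive control; higher means more block of Keap1 binding to Nrf2 peptide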
Target sequence (Q14145 whole entry, looked up, the tested form may be a part): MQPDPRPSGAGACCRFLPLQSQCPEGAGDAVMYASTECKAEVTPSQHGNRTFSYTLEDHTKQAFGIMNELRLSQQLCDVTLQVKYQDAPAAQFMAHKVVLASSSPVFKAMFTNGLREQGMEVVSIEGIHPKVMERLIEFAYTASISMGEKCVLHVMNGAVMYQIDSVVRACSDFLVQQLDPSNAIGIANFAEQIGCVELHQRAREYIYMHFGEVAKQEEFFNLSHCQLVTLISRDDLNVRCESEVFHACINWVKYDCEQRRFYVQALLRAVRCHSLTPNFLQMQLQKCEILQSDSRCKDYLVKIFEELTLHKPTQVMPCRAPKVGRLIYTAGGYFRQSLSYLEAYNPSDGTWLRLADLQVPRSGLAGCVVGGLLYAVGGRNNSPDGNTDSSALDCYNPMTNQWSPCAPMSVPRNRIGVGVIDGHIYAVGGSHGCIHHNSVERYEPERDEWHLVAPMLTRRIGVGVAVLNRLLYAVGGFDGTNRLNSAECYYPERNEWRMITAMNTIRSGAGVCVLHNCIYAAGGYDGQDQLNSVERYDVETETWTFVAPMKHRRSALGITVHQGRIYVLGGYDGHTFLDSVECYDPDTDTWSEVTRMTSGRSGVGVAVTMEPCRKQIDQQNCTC
Arrestin-AP2 inh – inhibitors of human beta-arrestin and AP2 interaction; FITC-arrestin peptide / GST-AP2 beads, flow cytometry; AP2 beta2 appendage carries R879A mutation; inhibition, % at 10 µM; AID 504490; 0.31% of 340,000 active;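 active = inhibition above a set limit, near 3 SD of compounds lacking own fluorescence, cut at about 54% in these data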;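 also: plate controls were DMSO wells for no effect and 5 µM unlabelled arrestin peptide for full effect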
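Test system: GST-tagged AP2 beta2-adaptin appendage (R879A) on 4 µm glutathione beads; also added: fluorescein-tagged arrestin peptide at 50 nM final; timing: 12 min plus 1 h, RT; signal: flow cytometry, FL1 (488/535 nm); read-out: percent drop in bead-associated FITC signal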
Numbers without * were called inactive; / = not tested or not shown.

Values run as follows: MOR-DOR inv ag	Arrestin-AP2 inh	Keap1-Nrf2 PPI	DSG3 Ab inh	Wnt act	RTF Ca sens inh	C-LANA FP	cardiac RTF act	V-ATPase pH	OPRM1-OPRD1 ag
> O=C(CCCCC(=O)OC1CCCCC1)OC1CCCCC1
    1	16	1	94	-6	6	1.3	-5	-3	-0.2
> O=C(CN1CCOCC1)N1N=C(c2cccs2)CC1c1cccs1 (centres undefined)
    -6	-10	-3	103	7	5	-0.7	-3	0	1.1
> CCc1nnc(SCC(=O)Nc2ccccc2Cl)nc1CC
    -8	-5	-5	128	-1	-2	0.4	-4	-1	1.5
> CCc1c(C)c(C#N)c2[nH]c3ccccc3n2c1=S
    -5	-29	-3	/	3	-1	-0.6	2	-1	1.0
> Fc1cccc(Cl)c1CNCc1ccccc1Cl
    -15	-4	-5	76	/	-1	1.3	-2	2	2.6
> COc1ccc(N2CCN(C(=O)C3COc4ccccc4O3)CC2)cc1 (centres undefined)
    -5	7	-3	104	-2	0	-0.2	-1	-3	0.9
> COc1ccccc1C(=O)COC(=O)c1nc(Cl)ccc1Cl
    16	17	0	102	3	-4	-1.4	-2	1	-3.2
> COc1ccc(C2(CNC(=O)C(=O)Nc3ccc(C)cc3)CCOCC2)cc1
    5	5	-2	99	-3	9	-1.3	0	1	-0.9
> Cc1ccc(NC(=S)NC2CC3CCC(C2)N3Cc2ccco2)cc1C (centres undefined)
    4	7	-10	99	0	-9	-0.6	1	0	-0.7
> CCC(CNC(=O)c1c(C)nn(-c2ccccc2)c1Cl)c1ccccc1 (centres undefined)
    -11	-2	-4	102	-4	-20	-0.2	0	0	2.1
> O=C(CC(=O)N/N=C/c1c(Cl)cccc1Cl)NCc1cccnc1
    15	34	-2	/	2	11	1.3	4	-2	-2.9
> COc1cccc(CCc2nnc(CCC(=O)NC(C)Cc3cccs3)o2)c1 (centres undefined)
    7	25	4	90	-4	-1	1.0	1	-6	-1.4
> Cc1cc(C)n(C(=O)CNC(=O)C(c2ccccc2)c2ccccc2)n1
    -10	-4	5	/	0	2	-0.3	0	5	2.3
> COc1ccc(S(=O)(=O)Nc2ccc3c(c2)OCO3)cc1C(=O)O
    6	28	-2	79	2	-8	-1.1	-4	-1	-1.1
> O=C(NCCCN1CCOCC1)c1ccccc1N1C(=O)[C@@H]2Cc3c([nH]c4ccccc34)C(c3ccc(F)cc3)N2C1=O (some centres undefined)
    21	-16	-3	/	0	5	0.7	-1	0	-4.2
> NC(=O)c1ccc(NC(=O)CN2CCN(c3ccccc3)CC2)cc1
    11	-2	-2	121	0	-2	0.5	-3	-3	-2.1
> COc1ccc(C2N(c3ccc(OC)cc3)C(=O)C3CCCN32)cc1 (centres undefined)
    10	-2	-4	109	3	0	0.4	3	1	-2.0
> COc1ccc(NC(=O)c2cc(-c3cc(C)ccc3O)n[nH]2)cc1Cl
    -55	28	1	101	14	-2	-0.8	-3	-1	11
> COc1cccc(/C=C/c2ccncc2)c1OC
    12	0	1	/	-1	-2	0.4	-5	3	-2.8
> Cc1ccn2c(=O)nc(SCC(=O)c3ccccc3)nc2c1
    -4	22	-2	/	28	-8	-0.7	-9	4	0.6
> Cc1cnc(NC(=O)c2cc(-c3ccccc3)nn2-c2ccccc2)s1
    1	14	-4	93	0	-15	-0.8	3	1	-0.3
> Cc1nnc(SCc2cc([N+](=O)[O-])cc3c2OCOC3)[nH]c1=O
    12	6	-6	99	1	3	-1.3	1	-3	-2.2
> COc1ccc(S(=O)(=O)N2CCOCC2)cc1C(=O)NC1CCCCC1
    23	26	-1	101	1	0	1.6	-4	-1	-4.6
> COc1ccc(C(=O)N(CC2CCCO2)C(C(=O)NCCC(C)C)c2ccc(C)cc2)cc1OC (centres undefined)
    11	-5	-6	87*	-6	1	2.4	6	1	-2.1
> O=C(Nc1ccc(S(=O)(=O)N2C[C@@H]3C[C@@H](C2)c2cccc(=O)n2C3)cc1)c1ccc(F)cc1
    19	-5	-6	104	-4	1	0.2	3	1	-3.6
> O=C(NCCCN1CCCC1)c1ccc(CS(=O)(=O)c2ccc(Br)cc2)o1
    9	-1	-5	108	-5	4	-3.6	8	-1	-1.9
> CCn1c(=S)[nH]c2cc(S(=O)(=O)N3CCOCC3)ccc21
    8	0	0	93	-3	8	2.5	4	-3	-1.5
> O=S(=O)(c1cc(F)ccc1F)N1CCN(c2ncnc3ccccc23)CC1
    -2	16	-4	100	-13	-10	-2.1	-5	-2	0.5
> COc1ccc(NC(=O)CSc2nc3[nH]ncc3c(=O)n2-c2ccccc2C)cc1OC
    8	8	-2	94	-11	-17	-1.5	0	-3	-1.4
> Clc1ccc(Sc2ccc(/C=N/n3cnnc3)o2)cc1
    7	31	-4	/	/	-3	-5.6	-5	-3	-1.7
> CNc1nc(N)nc(-c2cc(Cl)ccc2OC)n1
    8	-16	1	102	0	-9	0.4	-5	-4	-1.5
> CC(=O)c1c(N)c(C#N)c(C)n1-c1ccc(Br)cc1
    10	5	-2	102	/	-5	-1.2	-5	2	-1.8
> Nn1c(C2CCC2)nc2cc(Cl)ccc2c1=O
    14	30	1	95	1	1	-0.1	3	-2	-2.8
> O=C(COC(=O)c1ccc(O)cc1)NC1CCCCCC1
    17	-4	-1	/	2	-7	-0.4	2	-2	-4.7
> COC(=O)c1cc(Cl)cc(Cl)c1OS(=O)(=O)N(C)C
    -1	22	1	94	-4	-12	0.9	3	1	0.1
> Cc1cc(C)c(S(=O)(=O)N(CC(=O)N2CCCC2)C2CCCCC2)c(C)c1
    4	5	-3	/	1	-4	-0.7	8	0	-0.7
> CCC(=O)Nc1nonc1-c1nc2ccccc2n1Cc1ccc(Cl)c(Cl)c1
    21	11	0	93	/	4	2.6	1	-1	-3.9
> CC1(C)OC(C)(C)/C(=C\c2ccc(OCC(N)=O)cc2)C1=O
    9	-2	-3	/	2	10	-0.4	4	-1	-2.2
> CC(C)(C)c1ccc(NC(=O)COC(=O)C2(C)CC2(Cl)Cl)cc1 (centres undefined)
    -7	21	3	98	4	9	-1.3	-5	0	1.3
> COC(=O)c1ccccc1NC(=O)C1CCCCC1C(=O)O (centres undefined)
    16	-10	3	100	/	-7	1.0	-1	1	-3.1
> Cn1cnc([N+](=O)[O-])c1C(=O)Nc1cccc([N+](=O)[O-])c1
    -3	38	-7	98	-1	-16	0.3	0	3	0.6
> COc1ccc(-c2nnc3sc(CN4C(=O)c5ccccc5C4=O)nn23)cc1
    0	14	-1	102	/	-2	-0.9	-3	-1	-0.1
> Cc1ccc(NC(=O)Cn2c(=O)c3cccn3c3ccccc32)cc1
    2	18	-5	/	1	-12	-0.1	4	3	-0.3
> COc1ccc(C2C(C(C)=O)=C(O)C(=O)N2Cc2cccnc2)cc1 (centres undefined)
    11	2	1	98	/	-1	-1.2	-3	4	-1.9
> O=C(Nc1cccc([N+](=O)[O-])c1)C1C2CC/C=C\CCC21 (centres undefined)
    -25	24	1	93	3	-5	-0.9	0	-2	4.9

The final two entries of the part above lead into the next.
Values run as follows: MOR-DOR inv ag	Arrestin-AP2 inh	Keap1-Nrf2 PPI	DSG3 Ab inh	Wnt act	RTF Ca sens inh	C-LANA FP	cardiac RTF act	V-ATPase pH	OPRM1-OPRD1 ag
> COc1ccc(C2C(C(C)=O)=C(O)C(=O)N2Cc2cccnc2)cc1 (centres undefined)
    11	2	1	98	/	-1	-1.2	-3	4	-1.9
> O=C(Nc1cccc([N+](=O)[O-])c1)C1C2CC/C=C\CCC21 (centres undefined)
    -25	24	1	93	3	-5	-0.9	0	-2	4.9
> O=C(CSc1nc(-c2ccncc2)nn1CC(=O)N1CCCCC1)NC1CCCC1
    18	-8	-1	102	/	-9	0.9	2	-2	-3.1
> CCCS(=O)(=O)N1CCCC(C(=O)Oc2ccccc2Cl)C1 (centres undefined)
    5	-5	-2	97	0	4	-0.9	-3	4	-1.0
> CCS(=O)(=O)C1=NSC2=NC(=O)/C(=C\c3ccc(OS(=O)(=O)c4ccccc4)c(OC)c3)C(=N)N21
    13	2	-5	/	/	-7	1.9	7	-3	-2.6
> Cc1csc(SCC(=O)NCc2ccc3c(c2)OCO3)n1
    7	-25	1	104	0	-6	-3.6	1	1	-1.2
> O=S1(=O)CCN2C=Nc3sc4c(c3C2=N1)CCCC4
    9	3	-1	99	3	-5	-1.8	6	3	-1.6
> CC1(C)Cc2c(sc3c2c(=N)n(Cc2ccco2)c(=O)n3Cc2ccc(F)cc2)CO1
    5	7	-1	109	/	-3	2.1	-7	0	-1.2
> CC(=O)c1cc2c(cc1NC(=O)CCCC(=O)O)OCO2
    10	7	-3	109	/	1	-0.2	7	9	-1.8
> CC1(C(=O)N(c2ccccc2)C(C(=O)NC2CCCC2)c2ccccn2)CC(=O)N=C2C=CC=CN21 (centres undefined)
    8	0	-3	74	/	-13	-0.4	-5	-2	-1.6
> COc1cc2c(=O)n(CCC(=O)NCC3CCCO3)c(=O)n(CC(=O)Nc3ccc(C)cc3)c2cc1OC (centres undefined)
    2	-1	-1	/	-2	-23	-0.8	-5	-5	-0.3
> Cc1nc2cc(NC(=O)C3COc4ccccc4O3)ccc2s1 (centres undefined)
    0	-5	0	114	7	-5	1.0	1	-2	-0.1
> Cc1ccc(SCC(=O)O/N=C(\N)c2cccnc2)cc1
    -10	16	-7	/	/	-6	0.1	11	-2	1.8
> Cc1ccc(C)c2[nH]c(=O)c(CCNC(=O)c3ccc4c(c3)OCO4)cc12
    1	6	-2	124	/	-1	0.1	-9	-6	-0.2
> COc1ccc2c(C)cc(=S)[nH]c2c1
    5	-3	-1	97	-12	6	-1.1	-6	-4	-0.9
> O=C(CCc1n[nH]c(=O)[nH]c1=O)N/N=C/c1ccco1
    -1	4	0	83	3	-8	3.3	-4	-1	0.2
> COC(=O)[C@@]12CCCCN1[C@H](c1ccc(-c3ccc(OC)cc3)cc1)[C@H]1C(=O)N(C)C(=O)[C@H]12
    3	-7	-1	100	-2	-2	-1.1	-2	-2	-0.6
> Cc1cc(C(=O)C(=O)N(C)C)c(C)n1-c1ccc(Cl)cc1
    12	-16	-5	96	-9	-10	0.2	2	-4	-2.5
> Fc1ccc(C2N(c3ccccc3)C(=S)N3CCCN23)cc1 (centres undefined)
    19	7	-2	/	-2	0	1.7	2	-4	-3.8
> O=C(CN1CCCCCC1)Nc1ccccc1
    15	-4	0	108	-1	-5	-0.1	-3	-1	-2.8
> CCC1CN(C(=O)NCc2ccc(F)cc2)c2cc(Cl)ccc2O1 (centres undefined)
    -14	-5	-3	111	0	-11	-1.6	-2	-2	2.9
> CCOC(=O)c1cc(-c2ccc(N3CCOCC3)cc2)nn1-c1ccccc1C(=O)O
    15	-4	-1	90	0	9	12	3	0	-2.8
> Cc1ccc(S(=O)(=O)N(CC(=O)N2CCC(C(N)=O)CC2)Cc2ccc(F)cc2)cc1
    9	0	1	94	0	-25	-0.3	5	-2	-1.7
> COCC(=O)Nc1nc(-c2ccccc2)c(C)s1
    6	-8	-2	102	/	-10	-0.2	-3	2	-1.2
> COC(=O)c1c(NC(C)=O)sc(C(=O)Nc2ccccc2F)c1C
    9	-5	2	100	37*	-5	1.4	6	1	-1.7
